Bioassay records deposited in PubChem BioAssay by The Scripps Research Institute Molecular Screening Center.
LYPLA2 counter: counter-screen for PME1 inhibitors: inhibitors of human LYPLA2 | O95372 | recombinant LYPLA2, FP-Rh probe fluorescence polarization | inhibition, % at 5.9 µM | 320,000 compounds, 0.38% hits | AID 2177;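 active = inhibition above the screen-wide mean plus 3 SD, limit set per campaign, cut at about 26% in these data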;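 also: 0% = LYPLA2 with DMSO and 100% = wells lacking LYPLA2 enzyme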
Target sequence (O95372 whole entry, looked up): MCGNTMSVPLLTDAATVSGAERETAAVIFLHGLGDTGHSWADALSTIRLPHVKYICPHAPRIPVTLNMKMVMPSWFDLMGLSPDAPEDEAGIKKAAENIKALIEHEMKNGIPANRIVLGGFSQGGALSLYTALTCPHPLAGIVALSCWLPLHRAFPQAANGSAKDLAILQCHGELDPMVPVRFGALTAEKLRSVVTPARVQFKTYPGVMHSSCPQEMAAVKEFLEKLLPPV
PAD4 FP inh: inhibitors of human PAD4; Q9UM07; recombinant PAD4, RCA probe fluorescence polarization; inhibition, % at 6.36 µM; 330,000 compounds, 0.41% hits; AID 485272;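 active = percent inhibition above a cutoff equal to the mean of all tested compounds plus 3 SD, cut at about 15% in these data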;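 also: 0% = PAD4 with RCA probe and DMSO and 100% = probe without PAD4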
PAFAH1B3 FP inh: PAFAH1B3 (human) inhibition; recombinant PAFAH1B3, FP-rhodamine probe, fluorescence polarization; inhibition, % at 3.39 µM; 340,000 compounds, 0.28% hits; AID 492972;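 active = inhibition above the screen-wide average of all tested compounds plus 3 SD, cut at about 25% in these data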;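 also: 0% = enzyme with DMSO only and 100% = wells lacking PAFAH1B3 protein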
Target sequence (Q15102 whole entry, looked up): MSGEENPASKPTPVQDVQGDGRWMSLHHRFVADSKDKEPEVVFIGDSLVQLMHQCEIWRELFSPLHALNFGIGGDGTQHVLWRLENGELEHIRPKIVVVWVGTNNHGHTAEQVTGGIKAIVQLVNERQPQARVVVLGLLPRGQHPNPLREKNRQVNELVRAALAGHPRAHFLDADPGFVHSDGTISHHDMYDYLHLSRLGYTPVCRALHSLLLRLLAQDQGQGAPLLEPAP
GSTO1 counter: counter-screen for RBBP9 inhibitors: inhibitors of human GSTO1. recombinant GSTO1, activity-based probe fluorescence polarization. inhibition, % at 5.96 µM. 300,000 compounds, 1.1% hits. AID 1974;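 active = inhibition above the campaign mean inhibition plus 3 SD, cut at about 35% in these data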;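 also: 0% = GSTO1-1 with DMSO and 100% = wells lacking GSTO1-1 enzyme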
LYPLA1 inh: counter-screen for PME1 inhibitors: inhibitors of human LYPLA1; 320,000 compounds, 0.16% hits; O75608; recombinant LYPLA1, FP-Rh probe fluorescence polarization; inhibition, % at 5.9 µM;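 active = inhibition above the mean of all tested compounds plus 3 SD, set per campaign, cut at about 14% in these data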;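 also: inhibitors block serine hydrolase probe labeling of LYPLA1 so polarization falls; 0% = enzyme with DMSO and 100% = wells lacking LYPLA1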
pPAFAH inh: pPAFAH (human) enzyme inhibition. recombinant pPAFAH, FP-rhodamine probe fluorescence polarization. AID 463082. inhibition, % at 3.39 µM. 330,000 compounds, 1.5% hits. Q13093;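 active = inhibition above the mean inhibition across the screen plus 3 SD, cut at about 25% in these data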;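 also: inhibitors block binding of the rhodamine activity-based probe so polarization drops; 0% = enzyme with DMSO and 100% = wells lacking pPAFAH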
PAFAH1B2 inh: inhibitors of human PAFAH1B2; recombinant PAFAH1B2, FP-rhodamine activity probe, fluorescence polarization; P68402; inhibition, % at 3.39 µM; 340,000 compounds, 1.2% hits;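 active = inhibition above the mean of all tested compounds plus 3 SD, cut at about 24% in these data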;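 also: 0% = enzyme with DMSO and 100% = wells lacking PAFAH1B2; many of its hits are not listed in these tables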
PME-1 primary: blocks human protein phosphatase methylesterase 1 | 320,000 compounds, 0.53% hits | inhibition, % at 5.9 µM | recombinant PME-1, FP-Rh probe fluorescence polarization;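 active = inhibition above the campaign mean of all compounds plus 3 SD, cut at about 26% in these data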;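 also: competitive labeling of PME-1 active site by serine hydrolase directed probe; 0% = PME-1 with DMSO and 100% = wells lacking PME-1 enzyme; inhibitors block probe labeling so polarization falls and inhibition rises; many of its hits are not listed in these tables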
Target sequence (Q9Y570 whole entry, looked up): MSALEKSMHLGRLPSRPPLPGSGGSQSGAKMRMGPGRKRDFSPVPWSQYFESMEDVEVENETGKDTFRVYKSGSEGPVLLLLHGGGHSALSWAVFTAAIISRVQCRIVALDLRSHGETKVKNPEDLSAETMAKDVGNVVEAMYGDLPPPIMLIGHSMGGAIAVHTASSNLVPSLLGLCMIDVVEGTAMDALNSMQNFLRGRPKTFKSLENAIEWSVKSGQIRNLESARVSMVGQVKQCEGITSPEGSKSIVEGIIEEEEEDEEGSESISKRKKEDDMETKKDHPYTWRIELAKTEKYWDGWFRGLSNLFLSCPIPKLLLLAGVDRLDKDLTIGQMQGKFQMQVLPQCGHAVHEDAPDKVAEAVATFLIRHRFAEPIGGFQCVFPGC
PREPL inh: human PREPL enzyme inhibition. recombinant PREPL, fluorescence polarization activity-based probe. inhibition, % at 5.96 µM. 320,000 compounds, 0.68% hits. AID 2751; in the data active = inhibition above about 43%;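 also: 0% = enzyme with DMSO and 100% = wells lacking enzyme; many of its hits are not listed in these tables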
Starred values were filed as active, the others as inactive; x = no result given. This is a subset; count on the stated rates, not on these rows.

SMILES	LYPLA2 counter	PAD4 FP inh	PAFAH1B3 FP inh	GSTO1 counter	LYPLA1 inh	pPAFAH inh	PAFAH1B2 inh	PME-1 primary	PREPL inh
Cc1cccc(C)c1-n1c(C)cc(/C=C2\NC(=O)NC2=O)c1C	7	-2	-7	2	5	6	6	1	12
CCN(C(=O)COC(=O)c1c(C)nn(-c2ccccc2)c1C)C1CCS(=O)(=O)C1 (configuration not stated)	-8	3	2	-6	1	5	1	2	3
CC(NC(=O)Cn1cnnn1)C12CC3CC(CC(C3)C1)C2 (configuration not stated)	9	-7	15	2	0	8	19	-5	-16
COc1ccc2c(COC(=O)CNS(=O)(=O)c3ccccc3)cc(=O)oc2c1	x	-3	-3	x	x	13	-2	x	-4
O=C(c1cc([N+](=O)[O-])ccc1N1CCCCC1)N1CCc2ccccc21	4	0	3	-8	7	6	-3	16	26
Cn1c2ccccc2c2cc(/C=C(\NC(=O)c3ccccc3)C(=O)O)ccc21	2	-9	5	-1	-2	12	3	-3	11
CCOC(=O)CNS(=O)(=O)c1ccc(S(=O)(=O)N2CCCC2)cc1	1	-12	6	1	-3	3	5	0	-12
CCCCCCNC(=O)Nc1ccccc1	0	0	1	1	-2	0	0	1	6
CCCc1ccc2oc(C(=O)NCCc3cnn(C)c3)c(C)c2c1	4	3	5	-2	-2	6	-6	4	10
COc1ccc(C(=O)NNC(=O)CN(C)S(=O)(=O)c2ccc(Cl)cc2)c(OC)c1OC	-2	1	1	-2	-2	5	9	0	8
CC1(C)Cc2nc3[nH]c(=S)[nH]c(=O)c3cc2CO1	-1	-1	0	6	3	-4	5	-2	-16
COc1ccc(C(=O)Nc2ncccc2C)cc1S(=O)(=O)N1CCCc2ccccc21	1	0	9	4	0	1	12	1	-1
O=C1/C(=C\c2cccc(O)c2O)SC(=S)N1Cc1ccccc1	-21	9	22	27	-13	9	0	-5	2
COCCNC(=O)C(c1ccc(F)cc1)N(Cc1ccccc1)C(=O)CCC(=O)Nc1ccccn1 (configuration not stated)	1	3	-2	4	2	8	17	-3	1
COc1ccc(NCC(=O)N/N=C/C(C)c2ccccc2)cc1 (configuration not stated)	4	-2	5	-2	0	8	7	-8	17
CCc1cccc(NC(=O)c2ccc(Cn3c(=O)[nH]c4ccsc4c3=O)cc2)c1	-17	-2	3	0	-6	-7	-1	-8	-35
COc1cccc(-c2nc(CS(=O)CC(=O)NCCCOC(C)C)c(C)o2)c1 (configuration not stated)	-4	-1	10	8	-1	0	5	-3	-4
CCOc1ccccc1OCCCC(=O)NC1=NCCS1	-1	5	-11	1	-7	-7	3	4	5
O=C(COC(=O)C1CC(=O)N(Cc2ccco2)C1)Nc1nc(-c2ccc(F)cc2)cs1 (configuration not stated)	x	-1	-1	x	x	9	-4	x	-17
O=c1[nH]c2cc3c(cc2cc1C(c1nnnn1Cc1ccccc1)N1CCCCCC1)OCCO3 (configuration not stated)	-1	4	5	-1	0	5	6	-5	12
O=C1CCCN1C(=O)CSc1ccc2ccccc2n1	-1	-2	12	x	-3	1	-2	0	3
COCCn1c(=NC(=O)CSCC(=O)N2CCOCC2)sc2ccccc21	6	0	5	2	5	4	2	5	-3
NC(=O)CN1CCOCCN(CC(N)=O)CCOCC1	3	-4	x	8	1	-4	x	-4	5
C[C@@H]1CC=C[C@@H]2[C@H]1C(=O)N(Cc1ccccc1)[C@H]2c1cccc(Br)c1	x	0	4	x	x	4	-1	x	x
COc1ccc(NC(=O)C(NC(C)=O)C(=O)NCc2ccccc2OC)cc1 (configuration not stated)	1	-6	2	1	-2	1	2	-7	-8
COc1ccccc1CNC(=O)c1cccc2c1C(=O)N(Cc1cccnc1)C2	-4	-3	4	2	-1	-4	1	4	-1
Cc1cc(C(C)(C)C)cc(C)c1CCNC(=O)c1ccc[n+]([O-])c1	-6	-1	0	9	-4	7	6	0	-10
O=C1c2ccccc2[C@@H]2C[C@@H](O)[C@H](Nc3cccc4ccccc34)CCN12	x	11	11	x	x	12	2	x	x
C=CCC(NCc1ccccc1)c1ccccc1 (configuration not stated)	-4	-3	1	0	-1	-9	3	-8	12
COc1cccc(CNC(=O)C(=O)N2CCC3(CC2)OCCN3S(=O)(=O)c2ccc(C)cc2)c1	8	-1	5	-2	3	3	-1	4	8
Cc1ccc(SCC(=O)N2CCC(C(N)=O)CC2)cc1	5	-2	8	3	-1	4	0	4	5
CCOC(=O)c1ccc(NC(=O)N2CCc3ccccc32)cc1	-2	-2	2	-6	-2	-2	4	-3	8
COc1cccc(-c2csc(N3CCN(C(=S)Nc4ccccc4OC)CC3)n2)c1	1	-2	7	-1	-3	6	-2	4	20
Cc1nc(NCC2CCCO2)c2oc3ccccc3c2n1 (configuration not stated)	-3	-1	-4	10	0	2	5	-3	-1
COc1cc(C)nc(NS(=O)(=O)c2ccccc2Cl)n1	4	2	4	-1	2	-3	1	-5	-3
N#Cc1cccc(C(c2nnnn2C2CCCC2)N2CCCCCC2)c1 (configuration not stated)	4	4	3	7	-1	1	1	1	14
Cc1ccc(S(=O)(=O)N(CC(=O)N2CCOCC2)c2ccc(C(C)C)cc2)cc1	-2	-1	7	7	-3	1	1	12	-5
O=C(CCN1C(=O)C2CCCCC2C1=O)Nc1nc2c(F)cc(F)cc2s1 (configuration not stated)	-1	0	5	x	-5	4	1	-3	24
O=C(CCC1CCN(Cc2ccccc2O)CC1)NC1CC1	2	1	12	19	2	-1	6	-5	-5
CCCOC(=O)C1=C(C)NC2=C(C(=O)CCC2)C1c1ccc(N(C)C)cc1 (configuration not stated)	4	1	2	7	0	4	2	-3	7
COC(=O)CNS(=O)(=O)c1ccc(Cc2ccc(S(=O)(=O)NCC(=O)OC)cc2)cc1	2	5	1	0	-1	7	0	0	-3
COc1cc(C(F)(F)F)c(C(=O)N(C)Cc2cc(Cl)cc(Cl)c2)cn1	6	-2	-1	2	1	4	3	15	13
COc1cccc2c(=O)c3cccc(N)c3[nH]c12	-8	-6	11	67*	-7	31*	0	13	22
CCc1ccc(S(=O)(=O)NCc2cccnc2)cc1	-2	2	-5	-2	-5	1	6	-4	16
CCN1CCN(C(=O)c2ccc(C(F)(F)F)cc2)CC1	5	0	13	-1	3	-1	3	-5	-4
COC(CNS(=O)(=O)c1cc2c3c(c1)CCN3C(=O)CC2)OC	-6	-1	3	1	-3	4	3	-3	-3
Cc1ccc(OCC(=O)NNC(=O)c2cc(C)[nH]n2)cc1	4	1	2	2	2	-1	1	1	3
CC1(C)CC(=O)C(C2NCCc3ccccc32)=C(O)C1 (configuration not stated)	0	-5	2	5	1	7	6	0	6
COc1cc(NC(=S)NCC2CCCO2)c(OC)cc1Cl (configuration not stated)	-1	-8	4	0	0	5	-1	2	0
c1ccc(NC2=NCCN2CC2CCC2)cc1	-2	-3	7	-6	3	0	0	5	9
Cc1ccc(CN2CCN(c3ccccc3Cl)CC2)o1	1	0	5	-6	0	1	2	-1	1
CCOc1ccc(N2C(=O)CC(N3CCN(c4ccc([N+](=O)[O-])cc4)CC3)C2=O)cc1 (configuration not stated)	17	4	2	8	7	0	0	-1	5
COc1ccc(OC)c(NC(=O)C(=O)c2cn(CC(=O)N3CCCC3)c3ccccc23)c1	-19	-2	7	-7	-8	-3	-4	2	1
COC(=O)c1ccc(NC(=O)C2CCCCC2C(=O)O)cc1 (configuration not stated)	-1	-2	9	12	-7	-1	-4	-4	-14

Part of the list above in order of count of non-hydrogen atoms, low to high:
SMILES	LYPLA2 counter	PAD4 FP inh	PAFAH1B3 FP inh	GSTO1 counter	LYPLA1 inh	pPAFAH inh	PAFAH1B2 inh	PME-1 primary	PREPL inh
c1ccc(NC2=NCCN2CC2CCC2)cc1	-2	-3	7	-6	3	0	0	5	9
COc1cccc2c(=O)c3cccc(N)c3[nH]c12	-8	-6	11	67*	-7	31*	0	13	22
CCc1ccc(S(=O)(=O)NCc2cccnc2)cc1	-2	2	-5	-2	-5	1	6	-4	16
CC1(C)CC(=O)C(C2NCCc3ccccc32)=C(O)C1 (configuration not stated)	0	-5	2	5	1	7	6	0	6
COc1cc(NC(=S)NCC2CCCO2)c(OC)cc1Cl (configuration not stated)	-1	-8	4	0	0	5	-1	2	0
COC(=O)c1ccc(NC(=O)C2CCCCC2C(=O)O)cc1 (configuration not stated)	-1	-2	9	12	-7	-1	-4	-4	-14
COC(CNS(=O)(=O)c1cc2c3c(c1)CCN3C(=O)CC2)OC	-6	-1	3	1	-3	4	3	-3	-3
COc1cc(C(F)(F)F)c(C(=O)N(C)Cc2cc(Cl)cc(Cl)c2)cn1	6	-2	-1	2	1	4	3	15	13
CCOc1ccc(N2C(=O)CC(N3CCN(c4ccc([N+](=O)[O-])cc4)CC3)C2=O)cc1 (configuration not stated)	17	4	2	8	7	0	0	-1	5
COc1ccc(OC)c(NC(=O)C(=O)c2cn(CC(=O)N3CCCC3)c3ccccc23)c1	-19	-2	7	-7	-8	-3	-4	2	1
